# Pin1 inhibitor – inhibitors of human Pin1. Q13526. Pin1 FP peptide displacement, HiFluor488, 10 min. Potency, µM (doses to about 115 µM), inactives show at the top dose activity, negative = inhibition, usual class: inhibitors. actives 0.009% (n = 390,000); active = well fitted inhibition curve with a large enough effect in the polarisation, with a control signal flat, not every such curve was filed as active; inconclusive = small, poorly fitted or top-dose-only effect, or effect the other way, or a change in a side signal; inactive = no such curve, though single readings can be large or run the other way; the % refers to the polarisation; also: potency is read from the fitted curve at half-maximal effect; % is scaled to controls: 0 for no effect and ±100 for the full control effect
# Target sequence (Q13526 whole entry, looked up): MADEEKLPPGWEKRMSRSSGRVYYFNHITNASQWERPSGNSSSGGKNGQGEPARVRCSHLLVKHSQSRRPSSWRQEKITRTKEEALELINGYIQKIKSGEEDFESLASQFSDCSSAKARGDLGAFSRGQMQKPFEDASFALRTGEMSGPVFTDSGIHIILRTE
# USP1 inh – USP1/UAF1 (human) deubiquitinase inhibition | actives 0.23% (n = 390,000) | Potency, µM (top dose mostly 57.1 µM), for the others: top-dose activity change, negative = inhibition, most hits filed as inhibitors | recombinant USP1/UAF1, Ub-Rhodamine cleavage fluorescence | O94782 | AID 743255; also: potency is read from the fitted curve at half-maximal effect; % is scaled to controls: 0 for no effect and ±100 for the full control effect; nearly all actives have a fitted effect of over 60% in size; inactives centre near -12
#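 1 nM enzyme complex + cpd, 15 min RT; start with Ub-Rho 150nM final; kinetic fluorescence ex 480/em 540, 6 reads q60 s. Buffer 50mM HEPES pH 7.8, 0.5mM EDTA, 0.1 mg/ml BSA, 1mM TCEP, 0.01% Tween-20.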
# rTrxR1 inhibitor – blocks rat thioredoxin reductase 1; O89049; recombinant rTrxR1, NADPH fluorescence consumption, selenite substrate; Potency, µM (series often up to 114 µM), inactives show at the highest dose activity change, negative = inhibition, hits mostly inhibitors; actives 1% (n = 390,000); also: potency is read from the fitted curve at half-maximal effect; % is scaled to controls: 0 for no effect and ±100 for the full control effect; nearly all actives have a fitted effect of over 65% in size
#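 Rat TrxR1 (90 nM in the dispensed reagent) was pre-reduced with 400 uM NADPH for 5 min at room temperature, then incubated with compound for 15 min. After 400 uM selenite was added, NADPH fluorescence (Ex 340/Em 450 nm) was followed for 8 min.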
# TrxR1 substrate – rat thioredoxin reductase 1 substrate activity. AID 588456. Potency, µM (titrated, usually from 114 µM), inactives show at the top dose activity change, negative = substrate turnover. actives 0.01% (n = 390,000). purified TrxR1 substrate turnover, NADPH consumption readout; also: potency is read from the fitted curve at half-maximal effect; % is scaled to controls: 0 for no effect and ±100 for the full control effect; nearly all actives have a fitted effect of over 50% in size
#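 Rat TrxR1, dispensed at 90 nM, was prereduced with 400 uM NADPH (final) for 5 min at ~22 deg C, then incubated with compound 15 min before 400 uM selenite. A first-read NADPH fluorescence drop versus no-compound background flagged substrates.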
# TRHR ag – agonists of human TRH receptor; TRHR cells, calcium flux fluo-8, FDSS agonist mode; activation, % at 2 µM; actives 0.18% (n = 360,000); AID 493084; in the data active = activation above about 30%; also: 0% is about no effect
# Target sequence (P34981 whole entry, looked up): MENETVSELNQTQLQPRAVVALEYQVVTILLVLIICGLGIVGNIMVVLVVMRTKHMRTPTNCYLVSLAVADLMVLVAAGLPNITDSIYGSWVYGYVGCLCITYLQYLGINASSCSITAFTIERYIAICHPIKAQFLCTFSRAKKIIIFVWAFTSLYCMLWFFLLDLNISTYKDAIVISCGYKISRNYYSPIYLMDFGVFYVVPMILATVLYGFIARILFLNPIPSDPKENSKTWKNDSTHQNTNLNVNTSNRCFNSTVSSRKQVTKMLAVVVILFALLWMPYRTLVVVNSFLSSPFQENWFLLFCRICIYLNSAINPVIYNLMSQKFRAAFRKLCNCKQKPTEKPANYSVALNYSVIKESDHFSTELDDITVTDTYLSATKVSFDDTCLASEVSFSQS
#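 Read-out: compound-evoked intracellular calcium rise in TRHR cells, fluo-8 dye, kinetic FDSS fluorescence at 1 s/cycle following a 10-cycle baseline. Cells cultured overnight before dye loading (30 min–1.5 h, RT).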
# D2 antagonist – antagonizes the human D2 dopamine receptor | HEK293 TREx D2 cells, calcium flux, dopamine EC80 | actives 2% (n = 340,000) | inhibition, % at 10 µM | P14416; in the data active = inhibition above about 30%; also: 0% is about no effect
#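 Compounds are added to dye-loaded, induced HEK293 T-REx cells coupled to calcium release via D2; after a 3 min kinetic read an EC80 dopamine stimulus is given and fluorescence is recorded for 3 more min.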
# D2 ag – activates the human D2 dopamine receptor; P14416; HEK293 T-REx D2 cells, calcium flux agonist mode; activation, % at 2 µM; actives 0.53% (n = 340,000); AID 485358;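 active = activation over 3 SD above normal in the single-dose calcium agonist read, cut at about 30% in these data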; also: 0% is about no effect
#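 HEK293 Trex D2 cells, tetracycline-induced, o/n 30 C 5% CO2; no-wash Ca dye, RT 30–90 min; 10-cycle baseline, 23 nl cpd added, kinetic Ca read 180 s; agonist hits = positive Ca response.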
# TRHR enhancer – TRH receptor (human) allosteric enhancement | enhancement, % at 2 µM | P34981 | AID 493056 | TRHR cells, fluo-8 calcium fluorescence, EC20 TRH enhancement | actives 0.66% (n = 360,000); in the data active = enhancement above about 30%; also: 0% is about no effect
#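 Enhancer read-out: after compound pinning and an initial kinetic agonist-mode read, an EC20 of TRH (10 nM final) was injected and fluo-8 calcium signal (Ex 480/Em 530) followed at 1 s/cycle for 100 cycles in TRHR-expressing cells.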
# mIDH1 inhibitor – inhibitors of human mutant IDH1 R132H. actives 0.093% (n = 390,000). IDH1-R132H enzyme, NADPH consumption, diaphorase/resazurin fluorescence. O75874. Potency, µM (top dose mostly 76.6 µM), for the others: top-dose activity change, negative = inhibition, hits mostly inhibitors; also: potency is read from the fitted curve at half-maximal effect; % is scaled to controls: 0 for no effect and ±100 for the full control effect; nearly all actives have a fitted effect of over 65% in size
# Target sequence (O75874 whole entry R132H, stated change not applied): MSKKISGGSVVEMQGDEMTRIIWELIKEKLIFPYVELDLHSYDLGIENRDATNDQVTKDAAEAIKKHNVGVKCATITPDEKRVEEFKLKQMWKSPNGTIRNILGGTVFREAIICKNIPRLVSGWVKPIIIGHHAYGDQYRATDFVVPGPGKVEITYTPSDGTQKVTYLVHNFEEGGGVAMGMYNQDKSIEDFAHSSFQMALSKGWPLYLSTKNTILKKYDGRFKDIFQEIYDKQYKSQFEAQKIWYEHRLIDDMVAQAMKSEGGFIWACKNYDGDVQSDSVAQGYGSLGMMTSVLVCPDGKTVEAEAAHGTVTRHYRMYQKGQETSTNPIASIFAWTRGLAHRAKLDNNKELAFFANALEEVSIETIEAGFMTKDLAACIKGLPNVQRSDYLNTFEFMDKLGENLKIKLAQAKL
#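 IDH1-R132H (0.5 ug/mL) preincubated 30 min with compound, then NADPH (0.016 mM) and alpha-KG (2 mM) added; 80 min at RT, pH 7.5. Remaining NADPH coupled via diaphorase/resazurin to fluorescence (540/590 nm); concentration-response curves normalized to no-enzyme control.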
# Starred values were filed as active, the others as inactive; ? = inconclusive; . = no result given; [ ] = another dose, or the depositor's remark. Unless noted, calls follow the shape of the dose curve; as a rule, active = well fitted inhibition curve with a large enough effect; inconclusive = small, poorly fitted or top-dose-only effect; inactive = no such curve, though single readings can be large or run the other way. Only part of the results is shown. The share of hits here may be higher or lower than overall.
SMILES	D2 ag	rTrxR1 inhibitor	TrxR1 substrate	mIDH1 inhibitor	Pin1 inhibitor	USP1 inh	TRHR enhancer	TRHR ag	D2 antagonist
N#CC(=C=[N-])c1nc2ccccc2nc1-[n+]1cccc(NC(=O)c2cccs2)c1	-0.4	?	?	5.2%	0.2%	-26.6%	6.3	1.2	-12.7
Cc1cccc(-c2oc3ccccc3c2-c2ccc3c(c2)OCO3)c1	0.6	30.6%	31.9%[activator]	-13.4%	3.5%	-11.9%	-1.8	0.5	3.0
CCOC(=O)C1C(=O)CC(C)(O)C(C(=O)OCC)C1c1ccco1 (configuration not stated)	-0.6	-12.1%	6.3%[57.1 µM]	-4.4%	3.9%	15.9%	-4.1	0.2	7.1
COc1ccccc1-c1nnc(NC(=O)CCS(=O)(=O)c2ccccc2)o1	0.0	?	-8.3%	5.2%	-0.3%	-3.9%	-10.2	0.3	-24.0
CC(C)N1C(=O)CC(Nc2ccc(N3CCOCC3)cc2)C1=O (configuration not stated)	0.6	?	-9.9%	7.9%	-1.7%	-0.6%	-0.8	0.9	1.5
Cc1cc(C)nc(/N=C(\N)Nc2ccccc2-c2ccccc2)n1	3.7	28.0%	18.7%	22.0%	-4.8%	-17.0%	-1.5	-0.6	-22.2
O=C(CCCn1c(=S)[nH]c2ccccc2c1=O)N1CCN(c2cccc(Cl)c2)CC1	0.8	14.0%	2.6%	2.6%	-2.3%	-15.0%	9.9	0.3	8.9
CNC(=O)CSc1nc2ccccc2c(=O)n1-c1cc(OC)ccc1OC	0.6	17.0%	-0.2%	-3.4%	-2.2%	-25.3%	4.0	0.1	-2.3
COc1cccc(CC(=O)OCC(=O)N(C)CC(=O)Nc2ccc(F)cc2)c1	-0.6	-19.6%	-10.0%	-3.5%	0.6%	3.5%	-4.8	0.0	0.1
COc1ccc(Cl)cc1NC(=O)CCS(=O)(=O)c1ccc(C)cc1	-0.8	5.2%[57.1 µM]	6.2%[57.1 µM]	5.2%	0.7%	-8.2%	2.3	0.1	26.5
Cc1ccc(C(=O)N2CCCCCC2)cc1S(=O)(=O)N1CCOCC1	0.4	14.0%	4.9%	-0.7%	-2.2%	-7.7%	-4.5	0.6	1.7
COc1ccc(-n2c(O)c(/C=N/NS(=O)(=O)c3cc(C)ccc3C)c3ccccc3c2=O)cc1OC	41.4*	-19.6%	0.2%	10.0%	?	?	7.8	71.7*	27.0
Cc1c(C(=O)N2CCc3ccccc3C2)oc2ccc(S(=O)(=O)N3CCCCCC3)cc12	0.1	-20.3%	-12.4%	5.6%	-0.4%	-21.9%	-0.7	0.3	-6.3
Cn1c(=O)c2c(ncn2CC(O)CNc2ccc(Br)cc2)n(C)c1=O (configuration not stated)	0.6	-10.3%	-7.0%	0.6%	0.0%	-10.0%	-3.2	-0.1	-3.5
Cc1ccc(S(=O)(=O)N2CCN(C(=O)CCC(=O)NCc3cccc(C(F)(F)F)c3)CC2)cc1	0.1	-6.9%	-11.0%	3.2%	2.5%	-16.8%	-6.5	-1.1	-1.4
O=C(CCC1CCCN(c2ncccn2)C1)NCc1ccccc1F (configuration not stated)	0.7	16.5%	9.6%	12.4%	-0.9%	-18.3%	-3.8	-0.6	5.1
COc1ccc(OC)c(NC(=O)C(=O)NNC(=O)C23CC4CC(CC(C4)C2)C3)c1	18.7	9.2%[57.1 µM]	5.2%[57.1 µM]	1.8%	-0.4%	-7.3%	-0.3	8.5	-2.2
O=C(C1=C(O)C(=O)N(CCN2CCOCC2)C1c1cccs1)c1cc2ccccc2o1 (configuration not stated)	.	56.2µM*	-0.6%	1.9%	13.0%	-16.8%	.	.	.
Cc1nc(N2CCCC2)ncc1C(=O)Nc1ccc(F)cc1F	1.4	3.2%[57.1 µM]	0.2%[57.1 µM]	.	0.3%	-16.9%	1.4	0.0	.
CCc1nnc(NS(=O)(=O)c2ccc(NC(=S)NC(=O)/C=C/c3ccc([N+](=O)[O-])cc3)cc2)s1	0.2	6.2%	2.5%	5.0%	-6.7%	-10.6%	0.5	0.3	4.4
Cc1ccc(CNC(=O)CCCn2c(=O)c3ccccc3n(CC(=O)NC3CCCC3)c2=O)cc1	-0.5	24.4%[57.1 µM]	10.7%[57.1 µM]	2.2%	-1.3%	0.8%	-7.9	-0.8	3.4
CSc1nnc(-c2cnccn2)n1C	0.0	-2.9%	-3.3%	-1.5%	2.1%	-12.1%	3.0	0.3	-7.8
O=S(=O)(c1ccc(-c2csc(-c3cccnc3)n2)cc1)N1CCCC1	0.5	19.7%	11.2%	-3.0%	1.0%	-19.7%	4.3	-0.2	-1.9
CC(C)c1ccc(C(=O)N2CCCN(C(=O)c3ccc(C(C)C)cc3)CC2)cc1	-0.5	12.6%	1.3%	-4.2%	-1.5%	-3.2%	-1.2	-0.6	27.1
CCn1c(SCc2nnc(-c3ccccc3)o2)nnc1-c1ccc(S(=O)(=O)N2CCCC2)cc1	0.2	1.7%	-1.5%	5.1%	-7.5%	-4.4%	-4.4	-1.8	9.0
CCOC(=O)C1=NOC(CN(c2ccccc2)S(=O)(=O)c2ccc(Cl)cc2)C1 (configuration not stated)	-0.4	23.5%	5.2%	-7.6%	0.0%	-16.3%	27.5	-0.1	-2.0
C=CCSc1nc2sc3c(c2c(=O)[nH]1)CC(C)(C)OC3	.	4.1%	-8.1%	8.4%	5.4%	-11.3%	.	.	.
CCOc1ccc(NC(=O)C2CC(=O)N(c3ccccc3F)C2)cc1 (configuration not stated)	-0.6	-8.3%[57.1 µM]	-4.6%[57.1 µM]	0.2%	1.7%	2.5%	-0.9	-1.1	-7.3
O=C(CS(=O)(=O)c1cn(CC(=O)N2CCCC2)c2ccccc12)Nc1ccccc1F	0.7	18.6%	10.5%	2.9%	-1.8%	-4.9%	-6.0	0.6	0.4
Cc1nn(Cc2noc(C(=O)NCc3ccc4c(c3)OCO4)n2)c(C)c1Br	.	8.5%[57.1 µM]	-8.2%[57.1 µM]	-1.1%	-4.4%	-6.1%	8.6	-0.3	.

# Marked active in rTrxR1 inhibitor, of those listed so far:
Structure	rTrxR1 inhibitor	TrxR1 substrate	Pin1 inhibitor	USP1 inh	TRHR enhancer	TRHR ag	D2 antagonist
O=C(C1=C(O)C(=O)N(CCN2CCOCC2)C1c1cccs1)c1cc2ccccc2o1 (configuration not stated)	56.2µM*	-0.6%	13.0%	-16.8%	.	.	.

# Next compounds follow.
SMILES	D2 ag	rTrxR1 inhibitor	TrxR1 substrate	mIDH1 inhibitor	Pin1 inhibitor	USP1 inh	TRHR enhancer	TRHR ag	D2 antagonist
CCOc1ccc(NC(=O)CSC2=Nc3ccccc3C3=NC(CC(=O)NCc4ccc5c(c4)OCO5)C(=O)N23)cc1 (configuration not stated)	0.2	3.9%[57.1 µM]	-0.9%[57.1 µM]	13.0%	?	-29.0%	-3.2	0.0	.
CCc1nnc(NC(=O)CSc2nnc(Cc3cccn3C)n2C)s1	0.4	6.8%[57.1 µM]	3.9%[57.1 µM]	-6.5%	4.7%	1.2%	-10.5	-0.7	19.2
Cc1ccc(-c2cc(C(=O)O)c3cc(Br)ccc3n2)o1	1.1	?	90.0%[activator]	24.4%	72.6%	-23.8%	-1.5	2.0	24.0
CCCCn1c(SCC(N)=O)nc2ccc(N3CCOCC3)cc2c1=O	.	-4.1%	49.2%[activator]	-2.0%	6.0%	-17.3%	.	.	.
CC1CCCCC1NC(=O)/C=C/c1nc2ccccc2s1 (configuration not stated)	-0.5	3.9%	5.3%	0.4%	0.7%	-16.1%	26.0	-1.5	-17.1
Cc1cc(C)nc(NS(=O)(=O)c2ccc(NC(=O)CN3C(=O)c4ccccc4C3=O)cc2)n1	-0.4	.	.	.	.	.	2.8	-0.2	-8.5
O=C(C1CC1)N1CCc2cc(S(=O)(=O)NCC3COc4ccccc4O3)ccc21 (configuration not stated)	0.3	-2.5%	-0.4%	4.6%	-0.9%	0.2%	-1.8	-0.3	16.4
CC(C)CCN1CCN(Cc2cccc(-n3cccn3)c2)CC1CCO (configuration not stated)	-0.4	10.2%	-1.2%	-3.1%	3.4%	-13.4%	-4.0	-0.2	-17.5
O=C(/C=C/c1cccc(F)c1)OCC(=O)N1CCCC1	.	-4.2%[57.1 µM]	8.8%	0.8%	1.8%	-4.5%	.	.	.
O=C(Cc1ccc(S(=O)(=O)N2CCCCC2)s1)Nc1cccc2ccccc12	-0.9	1.8%	0.2%	4.5%	45.6%[activator]	-17.8%	1.4	-0.3	5.1
CSc1cccc(NC(=O)N2CCCC(CNS(=O)(=O)Cc3ccccc3)C2)c1 (configuration not stated)	-1.3	22.1%[57.1 µM]	8.5%[57.1 µM]	-0.4%	-3.7%	-17.8%	-3.3	-1.4	-13.3
Cc1cccc(C(C)C)c1NC(=O)CN(C)Cc1cccc(F)c1	0.3	14.6%	-2.5%	6.4%	2.6%	0.6%	-5.1	0.4	-12.9
O=C(Nc1ccc(Br)cc1)N1CCCCCCC1	1.6	-9.1%	-6.0%	0.7%	-0.6%	-0.5%	-4.5	0.9	-4.0
CCN(c1ccc(OC)cc1)S(=O)(=O)c1nnc(NC(=O)C2CCCCC2)s1	0.5	15.0%	4.7%	10.6%	-5.2%	-25.1%	3.8	0.1	10.0
COc1ccc(C)cc1C(=O)C1CC(C(=O)O)C(C)(C)C1C (configuration not stated)	-0.1	-1.3%	3.5%	3.0%	0.5%	-18.9%	-1.3	0.2	0.0
O=C(/C=C/c1ccccc1)N1c2ccccc2Sc2ccc(C(F)(F)F)cc21	-0.2	5.5%	-2.0%	9.8%	1.5%	-8.4%	-3.3	1.2	-0.8

# Bioassay records deposited in PubChem by National Center for Advancing Translational Sciences (NCATS).
